TCR CD3 inh: human TCR-CD3 binding inhibition; TAMRA-labeled TCR probe fluorescence, biochemical; inhibition, % at 9.4 µM; hit rate 0.37% among 360,000; AID 651800; in the data active = inhibition above about 19%;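 also: recombinant mutant TCR 2C K166C tagged with TAMRA read by polarization; 0% = receptor in buffer alone and 100% = receptor with positive control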
MBD2 inh: blocks human MBD2 binding to methylated DNA | Q9UBB5 | TR-FRET, MBD2 binding to methylated oligonucleotide | inhibition, % at 4.4 µM | hit rate 0.31% among 370,000; in the data active = inhibition above about 13%
Target sequence (Q9UBB5 whole entry, looked up): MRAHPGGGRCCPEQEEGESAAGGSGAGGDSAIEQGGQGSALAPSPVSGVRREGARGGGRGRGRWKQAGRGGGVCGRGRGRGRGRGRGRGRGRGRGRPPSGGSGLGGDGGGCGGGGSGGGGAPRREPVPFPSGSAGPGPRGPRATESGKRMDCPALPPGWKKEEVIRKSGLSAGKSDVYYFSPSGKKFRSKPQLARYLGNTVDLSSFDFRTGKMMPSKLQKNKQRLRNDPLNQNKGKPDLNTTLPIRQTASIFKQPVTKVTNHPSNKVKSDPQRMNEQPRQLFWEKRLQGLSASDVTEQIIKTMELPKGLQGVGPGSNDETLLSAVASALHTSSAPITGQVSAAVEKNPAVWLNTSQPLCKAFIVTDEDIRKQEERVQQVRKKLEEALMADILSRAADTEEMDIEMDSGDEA
LEDGF integ inh: blocks HIV-1 LEDGF/p75-dependent DNA integration | AID 743269 | hit rate 0.64% among 370,000 | inhibition, % at 3.7 µM | TR-FRET IN-LEDGF/p75 DNA integration, Eu/Cy5;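 active = inhibition above the screen-wide mean plus 3 SD, cut at about 13% in these data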;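 also: signal is the Cy5 over europium emission ratio at 671 and 618 nm; 0% = plate median of compound wells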
PRMT1 inh: blocks human protein arginine methyltransferase 1. inhibition, % at 2.79 µM. AID 652257. Q99873. recombinant PRMT1, activity-based probe fluorescence polarization. hit rate 1.3% among 370,000;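 active = inhibition above about 21% made by adding two undisclosed values, limit read from the data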
HTRA1 inhibitor: HTRA1 (human) protease inhibition; recombinant HTRA1, FP-rhodamine activity-based probe, fluorescence polarization; inhibition, % at 5.96 µM; hit rate 0.5% among 340,000; Q92743; in the data active = inhibition above about 36%;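 also: 0% = enzyme with DMSO and 100% = wells lacking enzyme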
UHRF1 MBD2 ctr: UHRF1 methyl-DNA binding inhibition | UHRF1 binding to methylated oligo, TR-FRET | AID 687016 | hit rate 0.75% among 370,000 | inhibition, % at 4.4 µM; in the data active = inhibition above about 21%;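 also: UHRF1 SRA domain binding a hemimethylated CpG hairpin DNA probe; 0% = median of test compound wells and 100% = reference inhibitor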
rCAG RNA binder: binds r(CAG) RNA repeats. r(CAG) RNA repeat, TO-PRO-1 dye displacement fluorescence. hit rate 1.3% among 370,000. inhibition, % at 3 µM;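 active = inhibition above the plate cutoff, the mean of all test compounds on that plate plus 3 SD, cut at about 35% in these data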;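 also: 0% = DMSO alone and 100% = 100 µM mitoxantrone as full dye displacement; higher means more dye released from RNA so lower well fluorescence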
PG9 binder: binds the HIV-1 gp120 antibody PG9. AID 624416. inhibition, % at 6.7 µM. hit rate 0.43% among 360,000. TR-FRET gp120-PG9 antibody binding; in the data active = inhibition above about 8.5%
Rev-erbA mod: modulators of human Rev-erb alpha DNA binding. P20393. Rev-erbα–FITC-DNA binding, fluorescence polarization, 90 min. activity, % at 10 µM. hit rate 0.79% among 370,000. AID 1259318;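 active = activity above about 14%, limit read from the data; passing the limit was not always enough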;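 also: 0% = DMSO wells with 35 nM protein and 100% = DMSO wells with 750 nM protein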
Target sequence (P20393 whole entry, looked up): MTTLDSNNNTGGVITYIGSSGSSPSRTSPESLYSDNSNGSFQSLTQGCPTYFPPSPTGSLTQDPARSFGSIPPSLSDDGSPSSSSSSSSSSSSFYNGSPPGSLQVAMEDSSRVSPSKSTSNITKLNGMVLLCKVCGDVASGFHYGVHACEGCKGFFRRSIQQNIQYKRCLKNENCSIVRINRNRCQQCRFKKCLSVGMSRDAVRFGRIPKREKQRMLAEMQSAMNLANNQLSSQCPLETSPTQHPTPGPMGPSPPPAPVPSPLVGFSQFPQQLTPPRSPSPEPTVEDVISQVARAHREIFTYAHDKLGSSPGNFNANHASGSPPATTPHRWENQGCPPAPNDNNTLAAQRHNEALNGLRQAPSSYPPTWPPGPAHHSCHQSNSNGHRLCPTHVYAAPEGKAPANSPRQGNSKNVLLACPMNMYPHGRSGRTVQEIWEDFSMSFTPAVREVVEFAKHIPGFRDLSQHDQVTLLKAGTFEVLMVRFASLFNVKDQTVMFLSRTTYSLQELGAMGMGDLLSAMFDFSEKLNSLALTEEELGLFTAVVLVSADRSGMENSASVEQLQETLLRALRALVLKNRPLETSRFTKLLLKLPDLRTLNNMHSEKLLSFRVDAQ
ABHD4 inh: inhibitors of mouse ABHD4. Q8VD66. purified mABHD4, FP-Rh probe fluorescence polarization. inhibition, % at 8.92 µM. hit rate 0.54% among 370,000. AID 720543;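 active = inhibition exceeding the mean over every tested compound plus 3 SD, cut at about 30% in these data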;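 also: 0% = plate median of compound wells and 100% = S159A mutant with DMSO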
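Assay system: Wild-type mouse ABHD4 protein | Medium: HEPES pH 7.0 buffer, 150 mM NaCl, 0.01% Pluronic F-127 | Incubation: Enzyme–compound pre-incubation 45 min, then probe 60 min, both 25 °C | Technique: Fluorescence polarization with parallel and perpendicular emission, 525/598 nm | Evaluation: % inhibition of FP-Rh probe binding versus controls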
The depositor's hits bear a star; x = not tested or not shown. Some of the compounds tested; count on the stated rates, not on these rows.

SMILES | TCR CD3 inh | MBD2 inh | LEDGF integ inh | PRMT1 inh | HTRA1 inhibitor | UHRF1 MBD2 ctr | rCAG RNA binder | PG9 binder | Rev-erbA mod | ABHD4 inh
COC(=O)c1ccc(Oc2coc3cc(OCc4cnn(-c5ccccc5)c4)ccc3c2=O)cc1 | 6 | 2 | -2 | -1 | -4 | 2 | 2 | -0.3 | 8 | -1
O=c1[nH]c(C2CCCN(S(=O)(=O)c3ccccc3)C2)nc2c1nnn2Cc1ccc2c(c1)OCCO2 (stereo unspecified) | 6 | -3 | 4 | -1 | 1 | -1 | 6 | 0.7 | -7 | 3
CN(C)S(=O)(=O)c1cccc(NC(=O)CSc2cccc3cccnc23)c1 | -4 | -13 | 4 | 1 | 9 | -23 | 3 | -2.6 | 2 | 2
O=C(COC(=O)c1ccc(S(=O)(=O)N2CCCCC2)cc1)NCc1ccc(F)cc1 | -2 | 1 | -4 | 4 | -1 | 1 | -2 | 0.9 | -4 | 3
O=C(CNc1cccc(S(=O)(=O)N2CCCCC2)c1)Nc1ccccc1F | 2 | 1 | -1 | 0 | -3 | -2 | 1 | -0.1 | 0 | -3
CCC(CC)c1nnc(NC(=O)c2ccc3ccccc3n2)s1 | -1 | 0 | 1 | 1 | -2 | 1 | -5 | -0.1 | 0 | -7
O=C(C[C@H]1C=C[C@H](NC(=O)Nc2ccccc2F)[C@@H](CO)O1)NCc1ccc(-c2ccccc2)cc1 | -6 | 7 | 3 | 5 | x | 1 | 3 | -2.0 | -9 | -6
COc1ccc(Cl)cc1S(=O)(=O)N1CCN(C(=O)c2ccco2)CC1 | 6 | -7 | -1 | -2 | 3 | -1 | -4 | -3.4 | -4 | 6
CCOC(=O)c1c(C)oc(/N=C/c2ccccc2O)c1C#N | -1 | 2 | 0 | 0 | -3 | 0 | -1 | -1.3 | 0 | 6
CCN(Cc1nc2ccccc2c(=O)[nH]1)C(=O)c1cccc(NC(=O)c2cccs2)c1 | 13 | -4 | 2 | 1 | -3 | 1 | -3 | -1.1 | -2 | 2
ClCCn1c(CCl)nc2ccc(Cl)cc21 | 4 | 5 | 0 | -5 | 2 | -1 | -1 | -0.9 | 6 | 2
COc1cccc(NC(=O)c2nc3ncccn3n2)c1 | -6 | -1 | 1 | -1 | -3 | -2 | 0 | -0.2 | -1 | -1
CC(SC(=S)N1CCOCC1)C(=O)O (stereo unspecified) | 8 | -6 | 1 | -1 | 2 | -1 | 0 | -3.0 | 1 | 7
COc1ccc(NC(=O)CSCC(=O)N=c2sccn2C)cc1 | -1 | 0 | 2 | 2 | 4 | 4 | 2 | 0.7 | -2 | -1
Cc1ccccc1C(=O)c1cccn1CC(=O)NCc1ccco1 | 3 | 0 | -5 | 5 | 0 | 2 | 2 | 1.6 | -4 | 6
C=CCNC(=O)c1onc(CSc2ccc(F)c(F)c2)c1C(=O)O | 8 | 0 | -1 | 0 | -5 | 0 | 5 | -2.3 | -1 | 0
COc1ccc(Nc2nnc(-c3ccc4c(c3)OCO4)o2)cc1 | 2 | -5 | 1 | 24* | x | -1 | 5 | 0.6 | 4 | 6
C[C@@H]1CNC(=O)c2c(C(=O)Nc3cccc(Cl)c3)ncn21 | -8 | -1 | 0 | 2 | -7 | 1 | 9 | -0.3 | 3 | -12
C=C1C(C(=O)Nc2ccc(F)cc2)C1C(=O)Nc1ccc(F)cc1 (stereo unspecified) | 1 | -4 | -13 | 4 | -10 | 6 | -1 | 0.1 | -4 | 5
COc1ccc(B(O)O)c(CN2CCN(C(=O)OC(C)(C)C)CC2)c1 | -6 | -1 | 7 | 3 | 0 | 5 | -2 | 0.5 | 2 | -9
O=C(CNc1cc(S(=O)(=O)N2CCOCC2)ccc1N1CCCC1)Nc1ccc(Cl)cc1F | 4 | -2 | -1 | -1 | -2 | 9 | -1 | -2.0 | 6 | 7
Cc1noc(C)c1C(=O)N1CCCc2ccccc21 | 5 | 0 | -1 | -1 | -3 | -1 | -3 | -1.1 | -2 | 8
O=C(NCc1ccccc1)C1CCCN(S(=O)(=O)c2ccc(Br)cc2)C1 (stereo unspecified) | 4 | -1 | -1 | -6 | -3 | -1 | -5 | -2.4 | 1 | -2
CCCC1CCC2(CC1)CCC2OC(=S)Nc1ccc(Br)cc1 (stereo unspecified) | x | -3 | -1 | -1 | x | -2 | x | x | 2 | -14
COc1cc(OC)c(OC)cc1/C=N/n1c(-c2n[nH]c3c2CCC3)n[nH]c1=S | 10 | -1 | 6 | -5 | 0 | -1 | 7 | -1.4 | 5 | 4
O=C(NCc1cccnc1)c1ccc(COc2ccc(Cl)cc2Cl)o1 | -2 | 5 | -3 | 2 | 0 | 1 | -5 | -0.8 | -1 | -3
COc1cccc(OC)c1C(=O)NC(C)C12CC3CC(CC(C3)C1)C2 (stereo unspecified) | 5 | -3 | -3 | 1 | -6 | -1 | -8 | -1.0 | -2 | -1
CC(C)NC(=O)C1Cc2c(-c3ccc4c(c3)OCO4)ccnc2O1 (stereo unspecified) | 12 | 0 | -3 | -2 | x | -1 | 3 | 2.6 | -7 | -3
C=CCC[C@H](Cc1ccc(F)cc1)C(=O)OC[C@H](Cc1c[nH]c2ccccc12)NC(=O)[C@H](CC=C)CC(=O)NCCO | 5 | -8 | -2 | -2 | -6 | -1 | -6 | 0.1 | 5 | -14
CC1CCN(c2cc(N)c(Cl)cc2[N+](=O)[O-])CC1 | 2 | 1 | -1 | -3 | 1 | 3 | 0 | -0.7 | 7 | 1
COc1ccc(-c2cc(=Nc3c(C)n(C)n(-c4ccccc4)c3=O)c3ccccc3o2)cc1 | 3 | 6 | 0 | 2 | -4 | -15 | -8 | -0.4 | -2 | 2
CC(NC(=O)Cc1ccc(F)cc1)C(c1cccs1)N1CCN(C)CC1 (stereo unspecified) | 4 | -5 | 1 | -1 | -3 | -3 | -2 | -2.6 | -2 | 6
CCc1cc(-c2cnnn2Cc2ccc3ccccc3c2)ccc1-c1cn(CC(C)C)nn1 | 7 | -1 | 2 | -3 | -9 | -3 | 3 | 0.5 | -1 | 5
Cn1cc(CCNCc2cn[nH]c2-c2ccc(-c3ccccc3)cc2)cn1 | -4 | 6 | -6 | 1 | -11 | 2 | -2 | 0.1 | -5 | -2
Nc1nc(NCCOCCO)nc(NCc2ccccc2)c1[N+](=O)[O-] | 4 | 2 | -1 | -1 | 3 | -1 | -2 | -1.2 | 0 | -2
COc1ccc(CNC(=O)COC(=O)c2ccc3ncsc3c2)cc1OC | -2 | 7 | -3 | 14 | 2 | 2 | 3 | 1.8 | -2 | -4
O=C(COC(=O)c1ccc(O)cc1)NC(=O)NCc1ccccc1 | 3 | -1 | 0 | 0 | 23 | 1 | 1 | -0.4 | 1 | -8
Cc1cccc(-n2c(C)cc(C=C(C#N)C#N)c2C)c1 | 0 | -5 | 2 | -5 | 0 | -4 | 0 | -0.6 | 20 | 4
Cc1occc1C(=O)N(Cc1nc(-c2ccccc2)no1)C(C)C | 7 | 5 | 12 | -1 | 1 | 24* | -2 | -1.6 | -2 | -7
O=C(O)c1ccccc1-c1ccccc1C(=O)Nc1ccc2c(c1)oc(=O)c1ccccc12 | 8 | 0 | 3 | 1 | -38 | -1 | 66* | -1.9 | -8 | -34
CN1OC[C@@H]2CN(C(=S)NCCc3ccccc3)[C@H](c3ccc(-n4ccnc4)cc3)C[C@@H]21 | 3 | -7 | 4 | -3 | x | -2 | 5 | 1.2 | 5 | 0
O=C1c2ccccc2C(=O)N1CC1=NCCc2ccccc21 | -9 | -4 | -1 | 0 | 6 | -7 | 3 | 0.6 | -5 | -2
CCOC(=O)N(C)C[C@@H]1OCc2ccccc2-c2c(n(C)c3ccccc23)C(=O)N([C@H](C)CO)C[C@H]1C | 1 | 0 | 3 | 2 | -3 | 1 | 1 | -0.2 | 4 | 1
Cc1ccc(-c2nnc(OCc3nc4ccccc4n3C)c3ccccc23)cc1 | -4 | 5 | 1 | 2 | 7 | 2 | -1 | -1.0 | -5 | 4
CCc1nnc(NC(=O)CC(C)c2ccccc2)s1 (stereo unspecified) | -3 | -4 | 3 | -2 | 5 | 1 | -3 | -1.5 | -2 | -2
Cc1ccc(CC2S/C(=N/c3ccccn3)NC2=O)cc1 (stereo unspecified) | 5 | -1 | 0 | 0 | -1 | -4 | 2 | 1.1 | 17 | -2
COc1ccc(OCc2cc(C(=O)N3CCN(CC(=O)N(C)C)CC3)no2)c(Cl)c1 | -12 | 0 | 3 | 1 | 7 | 0 | -1 | -1.7 | 1 | 7
Cc1ccc(Nc2nc(NCc3ccccc3)nc3ccsc23)c(C)c1 | 9 | -7 | 1 | 1 | x | -1 | 3 | 1.1 | 3 | 22
CC1CCN(C(=O)COC(=O)CCc2c[nH]c3ccccc23)CC1 | -1 | 1 | -5 | -2 | 0 | 1 | -6 | -1.8 | -1 | 4
O=C(c1ccccc1)N1N=C(c2ccccc2)CC1c1cccs1 (stereo unspecified) | -1 | -4 | -7 | 2 | -19 | -1 | -1 | 0.4 | 6 | -22
O=C(COc1ccc(Cl)cc1)N/N=C/c1cccc2cccnc12 | -6 | -7 | 0 | -2 | 6 | -5 | 0 | 0.4 | 1 | -3
COc1ccc([C@H]2CC(=O)C=C(c3ccc4c(c3)OCCO4)C2)cc1 | -3 | 0 | -1 | -1 | -31 | 2 | -2 | -1.5 | 1 | -2
COCCNC(=O)C1(C)CCCN(C(=O)c2cccnc2SC)C1 (stereo unspecified) | -2 | -1 | 1 | -2 | x | 5 | 0 | -1.8 | 2 | 2
Oc1ccc(/C=N/NC(=S)Nc2cccnc2)c(O)c1 | 14 | -5 | -8 | 13 | 14 | -13 | 3 | -7.4 | 3 | 18
O=C(CSC1=NCCN1)NC1CCCCCC1 | 4 | 2 | 0 | 5 | 1 | -3 | -4 | 0.4 | 9 | 2
COc1cc2c(cc1OC)CN(C(=O)/C=C/c1cc(OC)c(OC)c(OC)c1)CC2 | -4 | -2 | -2 | 3 | -1 | -3 | 2 | 0.2 | 1 | 3
Cc1cccc(C(=O)NCC(=O)N2CCC2)c1 | -1 | -3 | 0 | -2 | -1 | -2 | 4 | -1.8 | 4 | 4
Cc1ccc(NC(=S)Nc2ccc(OC(F)F)c(Cl)c2)cc1Cl | 4 | 1 | 6 | -2 | -13 | 1 | 4 | 0.2 | -4 | -6
COc1ccccc1C(=O)NCCN1CCC(n2c(=O)[nH]c3ccccc32)CC1 | 2 | -4 | 4 | -2 | x | -4 | -1 | 0.9 | -3 | 4
COc1ccccc1C(=O)NCCC(=O)N1CCN(S(=O)(=O)c2ccccc2C(F)(F)F)CC1 | 2 | 2 | -1 | 2 | -2 | 5 | -11 | 1.4 | 10 | -2
O=C(c1ccc(Cl)cc1Cl)c1ncc(C(F)(F)F)cc1Cl | 2 | 4 | -3 | 0 | -1 | -1 | 0 | 1.4 | 0 | 7

Looked up above.
PG9 binder with COc1ccccc1C(=O)NCCC(=O)N1CCN(S(=O)(=O)c2ccccc2C(F)(F)F)CC1 : 1.4
PRMT1 inh with O=C(COC(=O)c1ccc(O)cc1)NC(=O)NCc1ccccc1 : 0

High-throughput results as filed in PubChem.
